# XIAP displacement = XIAP antagonists, biochemical, IAP family, fluorescence polarization (AID 1018); E3 ubiquitin-protein ligase XIAP (Homo sapiens); displacement, % at 20 µM, or IC50 in µM where a hit was titrated; actives 0.007% (n = 200,000); XIAP BIR domain, fluorescence polarization peptide displacement; higher % means a stronger effect; in the data active = displacement above about 50%; also: a part of the inactive calls stands beside numbers as strong as those of hits
# Salmonella PhoP GFP = inhibitors of PhoP regulon expression, primary screen, Salmonella Typhimurium, GFP reporter (AID 1863); S. Typhimurium PhoP-regulated promoter GFP reporter, 4 h; higher % means a stronger effect; one-dose inhibition, % at 50 µM; IC50 in µM for titrated hits; actives 0.16% (n = 300,000);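 active = inhibition over 29.93%, a cutoff 3 SD above the screen mean, later confirmed by dose response; inconclusive = inhibition over 29.93% but no dose response follow-up; inactive = inhibition at most 29.93% or unconfirmed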;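 also: 0% = low Mg2+ inducing control and 100% = high Mg2+ repressing control; strong numbers were not always called active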
# RSV antiviral HEp-2 = RSV antiviral activity via CPE protection, HEp-2 cells, primary 10 µM value included (AID 2391); actives 0.13% (n = 310,000); CPE inhibition, % at 10 µM; hits with a dose series show IC50 in µM; HEp-2 cells, RSV-induced CPE inhibition; higher % means a stronger effect; in the data active = a potency from the dose series; inconclusive = CPE inhibition mostly from about 23% at the one dose, without a potency; inactive = the rest, 99 in 100 with CPE inhibition below about 21%; also: strong numbers were not always called active
# Myeloid diff 2 = induction of myeloid progenitor differentiation, primary screen, cell-based, flow cytometry, MLPCN library. actives 1% (n = 360,000). ER-HoxA9 myeloid progenitors, lysozyme-GFP differentiation. calls only at 10 µM;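 active = normalized GFP-positive differentiation at or above the plate's own cutoff, the solvent-only control mean plus 3 SD; inconclusive = no clear call, values can overlap the other calls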;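 also: cells exposed to compound for four days before flow analysis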
# TNAP activation fold = human TNAP enzyme activators, primary screen, biochemical, luminescent, no phosphate acceptor, uHTS (AID 1001) | purified TNAP, luminescent activation assay, no phosphate acceptor; higher activation fold means a stronger effect | actives 0.03% (n = 200,000) | Alkaline phosphatase, tissue-nonspecific isozyme (Homo sapiens) | activation fold at 20 µM, or EC50 in µM where a hit was titrated; in the data active = activation fold from about 3, or a potency from the dose series; inactive = the rest, 99 in 100 with activation fold below about 1.6; also: many of its hits are not listed in these tables
# PMI inhibition = human PMI inhibitors, high substrate, primary screen, biochemical, fluorescence intensity, high mannose 6-phosphate (AID 1220); Mannose-6-phosphate isomerase (Homo sapiens); inhibition, % at 20 µM; hits with a dose series show IC50 in µM; actives 0.66% (n = 190,000); recombinant PMI enzyme, coupled fluorescence intensity; higher % means a stronger effect
# Siah-1 displacement = Siah-1 peptide-binding antagonists, primary screen, biochemical, fluorescence polarization, rhodamine-plectin, uHTS (AID 1817); actives 0.02% (n = 290,000); E3 ubiquitin-protein ligase SIAH1 (Homo sapiens); one-dose displacement, % at 20 µM; IC50 in µM for titrated hits; Siah-1 / rhodamine-plectin peptide fluorescence polarization; higher % means a stronger effect;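 active = displacement of at least 50% at 20 µM, with a fluorescence ratio check between 0.3 and a set limit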;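 also: plate controls were Siah plus tracer with DMSO for no effect and tracer alone without Siah for full effect; strong numbers were not always called active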
# human PMI inhibition = inhibitors of human PMI, primary screen, biochemical, fluorescence intensity, coupled assay (AID 1209); Mannose-6-phosphate isomerase (Homo sapiens); actives 0.42% (n = 190,000); one-dose inhibition, % at 20 µM; IC50 in µM for titrated hits; purified PMI enzyme, coupled fluorescence intensity; higher % means a stronger effect;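 also: plate controls were DMSO vehicle for no effect and wells lacking substrate for full effect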
# WT yeast gro inh = growth inhibition of WT strain, primary screen, mitochondrial fusion inhibitor project, WT and mutant strains, chemical genetic; mitochondrial fusion phenotypic screen; inhibition, % at 10 µM; actives 2.1% (n = 190,000); AID 1362, 2008; in the data active = inhibition above about 58%; tested in S. cerevisiae
# WT yeast gro inh mutant strain = further read-out of WT yeast gro inh, marked with its call; inhibition, %; mitochondrial fusion phenotypic screen, mutant strain inhibition
# Myeloid diff 2 GFP+ MAC1+ % = also measured in Myeloid diff 2; calls as there; GFP+ MAC1+ double positive, %; measured here: differentiation confirmed by MAC1 staining
# An asterisk follows results filed as active; i = inactive; u = inconclusive; x = no result given. Rule as the data show it, unless noted: active = inhibition above about 50%; inactive = the rest.
SMILES,XIAP displacement,Salmonella PhoP GFP,RSV antiviral HEp-2,Myeloid diff 2,Myeloid diff 2 GFP+ MAC1+ %,TNAP activation fold,PMI inhibition,Siah-1 displacement,human PMI inhibition,WT yeast gro inh,WT yeast gro inh mutant strain
Cc1ccc(-n2c(=O)c3sccc3n(Cc3cc(=O)n4ccccc4n3)c2=O)cc1,-3.9%,-6%,26µM*,i,0.4,1,0%,0%,4%,-12,-23
COc1cccc(-c2ccnc3[nH]n(-c4ccccc4)c(=O)c23)c1,x,-3%,1.6%,i,1.0,x,x,2%,x,x,x
CC(NC(=O)COc1ccc(Br)cc1)C1CCCO1 (stereo not given),x,-2%,1.3%,i,0.4,x,x,0%,x,x,x
NS(=O)(=O)c1ccc(CCNc2nc(CN3CCOCC3)nc3sc4c(c23)CCC4)cc1,-2.2%,x,0.7%,i,0.4,1.1,-24%,2%,-21%,x,x
CCCCCCCCCCCC(=O)NC(Cc1ccc(OC)c([N+](=O)[O-])c1)C(=O)O (stereo not given),x,1%,1.6%,i,0.4,x,x,14%,x,x,x
CCCCNC(=S)NNC(=O)c1ccoc1C,-5.9%,9%,-0.7%,i,1.1,1.8,4%,-5%,1%,-26,4
CC(=O)N1CCN(S(=O)(=O)c2cccc(C(=O)Nc3nccs3)c2)CC1,-6.8%,-4%,-0.2%,i,0.2,1.1,-2%,3%,-5%,-2,13
COc1cccc(-c2nn(Cc3ccccc3)cc2CO)c1,x,2%,1.1%,i,0.0,x,x,-2%,x,x,x
CC1(C(=O)O)CC(C)(C(=O)O)CC(C)(C(=O)O)C1 (stereo not given),-3.9%,-1%,3.5%,i,2.6,1.2,-2%,-1%,-1%,3,2
Nn1c(CN2CCCCC2)nc2ccccc2c1=O,-2.1%,4%,-0.7%,i,0.9,1.1,16%,-2%,14%,6,9
O=C(O)c1cccc(NC(=S)NC(NC(=O)c2ccccc2[N+](=O)[O-])C(Cl)(Cl)Cl)c1 (stereo not given),0.3%,0%,0.6%,i,0.6,1,-13%,0%,-16%,0,0
CCC(=O)Oc1ccc(-c2nc(-c3cccnc3)no2)cc1,1.0%,-4%,u,i,0.5,1.1,-3%,-2%,-2%,-1,36
Cc1[nH]nc2c1C1(CCC(c3ccccc3)CC1)C(C#N)=C(N)O2 (stereo not given),-1.0%,-7%,0.2%,i,5.4,0.9,12%,1%,14%,1,4
Cc1ccc(C(=O)N2CCN(C(=O)c3ccccc3)C2c2ccc(N(C)C)cc2)cc1 (stereo not given),-5.7%,17%,1.6%,i,0.5,1.2,3%,-5%,44%,-3,-18
CCc1cccc(C)c1NC(=O)CSc1nnc(C)o1,x,-5%,0.1%,i,2.0,x,x,1%,x,x,x
COCc1nc2ccccc2n1CCc1ccccc1,x,4%,0.2%,i,0.5,x,x,1%,x,x,x
COc1ccccc1CNS(=O)(=O)c1cccc2nsnc12,x,-5%,1.5%,i,0.4,x,x,-3%,x,x,x
O=C(CSc1nnc(CNC(=O)c2cccc(C(F)(F)F)c2)o1)NC1CCCC1,x,-6%,-0.7%,i,0.7,x,x,-6%,x,x,x
CCc1nnc(NC(=O)C2c3ccccc3Oc3ccccc32)s1,-7.9%,-2%,-0.1%,i,1.9,1,1%,3%,7%,23,0
Cc1nc(C(=O)NC2CCCCC2)sc1C1(C)CC(c2cccc([N+](=O)[O-])c2)=NO1 (stereo not given),x,-6%,-0.2%,i,1.7,x,x,13%,x,x,x
Cc1c(Cl)cccc1NC(=O)COC(=O)CCc1nc2ccccc2n1-c1ccccc1,-0.2%,-11%,1.0%,i,0.4,1.2,8%,1%,15%,5,1
O=C(COC(=O)COc1ccccc1)Nc1cccc([N+](=O)[O-])c1,-4.3%,5%,-0.7%,i,0.4,1,-5%,-4%,-5%,3,7
COc1cc(OC)c(NC(=O)Cc2cccs2)cc1Cl,x,-1%,1.3%,i,0.3,x,x,0%,x,x,x
C=CCOc1c2ccc(C(=O)NCCc3ccc(C)cc3)cc2nn1C,-3.2%,7%,2.3%,i,2.1,1.1,2%,-1%,1%,4,7
O=C(COC(=O)c1ccc(F)cc1F)NCCNC(=O)COC(=O)c1ccc(F)cc1F,x,-3%,1.6%,i,5.8,x,x,10%,x,x,x

# Continued:
SMILES,XIAP displacement,Salmonella PhoP GFP,RSV antiviral HEp-2,Myeloid diff 2,Myeloid diff 2 GFP+ MAC1+ %,TNAP activation fold,PMI inhibition,Siah-1 displacement,human PMI inhibition,WT yeast gro inh,WT yeast gro inh mutant strain
Cc1cc2ncn(C3CC(=O)N(Cc4ccccc4)C3=O)c2cc1C (stereo not given),-7.5%,-7%,0.9%,i,1.5,1,4%,3%,5%,-1,5
COc1ccc(/C=N/NC(=O)c2ccncc2)cc1Cn1nc([N+](=O)[O-])c(Br)c1C,-7.9%,-8%,2.2%,i,0.2,1.1,-10%,-6%,-3%,5,12
COc1ccccc1N1C(=NC(=O)CCc2ccccc2)SC2CS(=O)(=O)CC21 (stereo not given),x,2%,2.6%,i,4.0,x,x,2%,x,x,x
COc1ccccc1Oc1ccc(NC(=O)c2ccc(Cl)cc2)cc1,-3.6%,-9%,13%,i,1.1,1.1,11%,7%,10%,15,0
COc1ccc(NC(=O)c2ccc(-c3ccccc3)cc2)cc1NS(=O)(=O)c1ccc(F)cc1,-4.8%,-18%,11%,i,0.7,1.1,23%,4%,29%,-39,-10
O=C(CCn1c(=O)oc2ccccc21)N1CCN(c2ccc(F)cc2)CC1,0.1%,7%,1.1%,i,2.6,1.1,8%,-4%,6%,11,5
Cc1ccc(C(=O)NCCSCc2ccc(Cl)cc2Cl)cc1[N+](=O)[O-],-4.5%,7%,u,i,0.5,1.2,6%,-4%,17%,38,21
CC1CCCN(C(=O)C2CCN(S(=O)(=O)c3cccc4cccnc34)CC2)C1 (stereo not given),-3.0%,16%,-0.1%,i,0.9,1.2,12%,2%,4%,-6,2
Cc1cc([N+](=O)[O-])ccc1NC(=O)Nc1ccccc1F,-5.2%,3%,8.6%,i,0.8,1,3%,2%,0%,4,-5
OC(CNCc1ccccc1F)COc1cccc2ccccc12 (stereo not given),x,9%,1.0%,i,0.9,x,x,9%,x,x,x
O=C(CC(Cc1ccccc1)C(=O)O)Nc1cccc(C(F)(F)F)c1 (stereo not given),x,-4%,1.2%,i,1.8,x,x,3%,x,x,x
CC1Cc2ccccc2N1C(=O)COC(=O)c1ccc(Br)o1 (stereo not given),-0.6%,1%,-0.9%,i,1.1,1.2,-4%,2%,-1%,-1,5
Cc1nc2ccc(NC(=O)Cc3c(F)cccc3Cl)cc2s1,x,-6%,2.1%,i,0.4,x,x,2%,x,x,x
CCC(C)NC(=O)CCc1nc2ccccc2n1-c1ccccc1 (stereo not given),-6.8%,-4%,1.8%,i,0.6,1.2,2%,-2%,17%,9,0
CC(=O)Nc1ccc(SCC(=O)c2cc(C)n(C)c2C)cc1,-5.0%,-8%,-0.1%,i,1.5,1.1,-5%,0%,-5%,-10,18
CCCNC(=O)NC(=O)COC(=O)c1cccc(NS(=O)(=O)c2ccc(F)c(F)c2)c1,-8.8%,5%,-0.2%,i,0.7,1,-17%,1%,-8%,11,6
COCCn1c(N)c(N(Cc2ccccc2)C(=O)c2ccc3ccccc3c2)c(=O)[nH]c1=O,-7.3%,5%,0.5%,i,0.5,1.2,-8%,-3%,-15%,1,21
CN1CCN(NC(=O)c2cc(S(=O)(=O)Nc3ccc(Cl)cc3)ccc2Cl)CC1,x,-12%,-1.6%,i,0.1,x,x,8%,x,x,x
Cc1ccc(NC(=O)N2CCCC2C(=O)NCc2ccc(Cl)cc2)cc1 (stereo not given),x,5%,1.0%,i,3.0,x,x,1%,x,x,x
CCn1c(=O)cc(SCC(=O)N2CCN(c3ccccc3OC)CC2)c2ccccc21,-4.7%,-8%,-0.8%,i,4.6,1,6%,5%,8%,-7,19
CCOC(=O)c1cc(C#N)c(=S)[nH]c1C,-7.7%,-11%,5.1%,i,0.9,1,-82%,-1%,-43%,20,10
CCOc1cc(NC(=O)c2ccccc2[N+](=O)[O-])c(OCC)cc1NC(=O)CC(C)C,-3.1%,-5%,-1.8%,i,2.2,1.1,-2%,-1%,-7%,-6,-34
Cc1cccc(CSc2cccc3cccnc23)c1,-3.6%,4%,u,i,0.0,1,3%,-7%,-4%,65,70
CCOC(=O)C(NC(=O)NCc1ccccc1)(OCC)C(F)(F)F (stereo not given),-4.1%,-8%,4.0%,i,0.3,1.1,4%,2%,3%,15,4
Cc1nn(-c2ccccc2)c2c1C(c1cccnc1)N1C=C(S(=O)(=O)N3CCCCC3)C=CC1=N2 (stereo not given),-1.7%,-3%,2.6%,i,0.8,1,x,19%,x,2,-7
COc1ccc(NC(=O)COC(=O)CCCOc2ccc(Cl)cc2Cl)cc1,-3.2%,8%,2.3%,i,0.5,1,12%,-5%,23%,10,3
N#Cc1ccc(/C=C/C(=O)c2ccccc2)cc1,x,-4%,6.4%,i,0.0,x,x,1%,x,x,x

# Reformatted with values under each structure: 9 of the compounds above
# Value order – XIAP displacement	Salmonella PhoP GFP	RSV antiviral HEp-2	Myeloid diff 2	Myeloid diff 2 GFP+ MAC1+ %	TNAP activation fold	PMI inhibition	Siah-1 displacement	human PMI inhibition	WT yeast gro inh	WT yeast gro inh mutant strain
Cc1ccc(NC(=O)N2CCCC2C(=O)NCc2ccc(Cl)cc2)cc1 (stereo not given)
  x	5%	1.0%	i	3.0	x	x	1%	x	x	x
CCn1c(=O)cc(SCC(=O)N2CCN(c3ccccc3OC)CC2)c2ccccc21
  -4.7%	-8%	-0.8%	i	4.6	1	6%	5%	8%	-7	19
CCOC(=O)c1cc(C#N)c(=S)[nH]c1C
  -7.7%	-11%	5.1%	i	0.9	1	-82%	-1%	-43%	20	10
CCOc1cc(NC(=O)c2ccccc2[N+](=O)[O-])c(OCC)cc1NC(=O)CC(C)C
  -3.1%	-5%	-1.8%	i	2.2	1.1	-2%	-1%	-7%	-6	-34
Cc1cccc(CSc2cccc3cccnc23)c1
  -3.6%	4%	u	i	0.0	1	3%	-7%	-4%	65	70
CCOC(=O)C(NC(=O)NCc1ccccc1)(OCC)C(F)(F)F (stereo not given)
  -4.1%	-8%	4.0%	i	0.3	1.1	4%	2%	3%	15	4
Cc1nn(-c2ccccc2)c2c1C(c1cccnc1)N1C=C(S(=O)(=O)N3CCCCC3)C=CC1=N2 (stereo not given)
  -1.7%	-3%	2.6%	i	0.8	1	x	19%	x	2	-7
COc1ccc(NC(=O)COC(=O)CCCOc2ccc(Cl)cc2Cl)cc1
  -3.2%	8%	2.3%	i	0.5	1	12%	-5%	23%	10	3
N#Cc1ccc(/C=C/C(=O)c2ccccc2)cc1
  x	-4%	6.4%	i	0.0	x	x	1%	x	x	x
